ROC1-CUL1 inh = inhibitors of human ROC1-CUL1 ubiquitin ligase activity; E3 ubiquitin-protein ligase RBX1 (Homo sapiens) + Cullin-1 (Homo sapiens), P62877+Q13616; in vitro K48 di-Ub FRET, acceptor:donor ratio, 45 min; inhibition, % at 10 µM; hit rate 0.6% among 140,000; AID 1347404, 2020; in the data active means inhibition above about 25%
Target sequence (P62877 whole entry, looked up): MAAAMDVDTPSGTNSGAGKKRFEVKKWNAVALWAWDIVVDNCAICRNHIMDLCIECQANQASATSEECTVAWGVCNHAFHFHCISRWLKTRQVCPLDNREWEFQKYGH
Target sequence (Q13616 whole entry, looked up): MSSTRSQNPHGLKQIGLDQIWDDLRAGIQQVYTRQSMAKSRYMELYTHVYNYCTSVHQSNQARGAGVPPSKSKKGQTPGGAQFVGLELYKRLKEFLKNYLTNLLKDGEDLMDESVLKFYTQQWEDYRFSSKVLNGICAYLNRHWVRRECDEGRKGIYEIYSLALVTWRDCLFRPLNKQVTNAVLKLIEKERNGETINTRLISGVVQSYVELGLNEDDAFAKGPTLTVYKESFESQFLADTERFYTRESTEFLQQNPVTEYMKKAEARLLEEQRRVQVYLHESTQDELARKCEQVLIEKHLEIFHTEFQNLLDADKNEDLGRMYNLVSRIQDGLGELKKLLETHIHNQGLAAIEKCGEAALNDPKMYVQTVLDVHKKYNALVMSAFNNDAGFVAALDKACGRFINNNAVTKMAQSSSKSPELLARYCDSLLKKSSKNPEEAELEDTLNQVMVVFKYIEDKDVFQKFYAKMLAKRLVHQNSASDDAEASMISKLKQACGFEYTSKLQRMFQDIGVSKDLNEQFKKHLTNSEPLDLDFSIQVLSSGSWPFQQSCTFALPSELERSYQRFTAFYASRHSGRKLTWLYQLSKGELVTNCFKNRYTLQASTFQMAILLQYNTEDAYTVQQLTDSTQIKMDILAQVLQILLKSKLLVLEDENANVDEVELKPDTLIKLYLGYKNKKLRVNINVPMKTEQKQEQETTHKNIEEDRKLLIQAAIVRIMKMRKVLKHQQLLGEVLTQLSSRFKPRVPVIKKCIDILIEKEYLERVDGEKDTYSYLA
Starred values were filed as active, the others as inactive.

SMILES	ROC1-CUL1 inh
CO[C@H]1[C@H](NC(=O)c2ccco2)c2ccccc2C12CCN(CC1=CC[C@H]3C[C@@H]1C3(C)C)CC2	-2
CC(C)CCCc1ccc(-c2ccc(C#N)cc2)cc1	1
Cc1ccc(C)n1-c1nnc(N2CCC(C(=O)NCc3ccccc3Cl)CC2)s1	-5
CCOc1cc(C#N)c(NC(=O)c2ccc(OC)c(S(=O)(=O)N3CCCCC3)c2)cc1OCC	11
O=C(c1ccc(N2CCOCC2)cc1)N1CCCc2ccccc21	-13
O=C(Nc1ccc2c(c1)OCO2)C1COc2ccccc2O1 (stereo unspecified)	8
Cc1cccc(S(=O)(=O)Nc2cccc(-c3ccc(N4CCCCC4)nn3)c2)c1	-6
COc1ccc(-c2c(C)c3ccc(O)c(CN4CCCC4)c3oc2=O)cc1	-2
COc1cc(/C=N\NC(=O)c2nonc2N)c(OC)cc1Br	2
Cc1ccccc1C1CC(=O)NC2=C1C(=O)CC(c1cccs1)C2 (stereo unspecified)	-7
Cc1nc2ccccc2n2cnnc12	-11
CCOC(=O)c1c(-c2ccc(OC)c(OC)c2)csc1NC(=O)c1ccc(Br)o1	-9
COC(=O)c1ccc(Cl)c(NC(=O)C2CCN(S(=O)(=O)Cc3ccccc3)CC2)c1	-4
CN1C(=O)c2ccccc2Sc2ccc(NC(=O)Nc3ccccc3F)cc21	-1
CC1=Nc2nc(SCc3ccccc3)nn2C(c2ccncc2)C1C(=O)Nc1ccccc1C (stereo unspecified)	-4
CC(C)Sc1ccccc1C(=O)N1CCN(c2ccccc2)CC1	-13
COc1ccc(-c2cc3nc(C4CCN(C(=O)OC(C)(C)C)CC4)c(C(=O)Nc4cc(C)cc(C)c4)cn3n2)cc1	-10
O=C(CN(Cc1ccc(Cl)cc1Cl)S(=O)(=O)c1ccccc1)Nc1ccc(Br)cc1F	3
O=C(/C=C/c1ccco1)Nc1ccc(F)cc1	15
CCNC(=S)NNc1nnc(-c2ccccc2)c(-c2ccccc2)n1	-4

Overlap with the part before: 4 entries; new compounds follow.
SMILES	ROC1-CUL1 inh
COc1ccc(-c2cc3nc(C4CCN(C(=O)OC(C)(C)C)CC4)c(C(=O)Nc4cc(C)cc(C)c4)cn3n2)cc1	-10
O=C(CN(Cc1ccc(Cl)cc1Cl)S(=O)(=O)c1ccccc1)Nc1ccc(Br)cc1F	3
O=C(/C=C/c1ccco1)Nc1ccc(F)cc1	15
CCNC(=S)NNc1nnc(-c2ccccc2)c(-c2ccccc2)n1	-4
COc1ccc2c(c1)c1c(c(=O)n(Cc3ccccc3)c(=O)n1Cc1ccccc1Cl)n2C	1
COc1ccc(NC(=O)CSc2ccc3nc(-c4ccccc4)cn3n2)cc1OC	10
N#Cc1ccccc1Cn1c(SCC(=O)NCc2ccccc2)nc2ccccc21	1
O=C(CCC1CCN(C(=O)C2=CCCCC2)CC1)NC1CC1	10
CCC1CCc2nc3sc(C(=O)Nc4ccc(Cl)cc4F)c(N)c3cc2C1 (stereo unspecified)	-5
COC(=O)c1c(-c2ccc(C(C)C)cc2)csc1NC(=O)CC(C)C	0
COc1ccc(NC(=O)CSCc2ccc(Br)cc2)cc1	5
Cc1ccc(CCNC(=O)CCS(=O)(=O)c2ccc3c(c2)oc(=O)n3C)cc1	-2
O=C(COc1ccccc1)N1CCN(c2cccc(Cl)c2)CC1	-3
Cc1ccc(-n2[nH]nnc2=S)cc1C	-14
O=S(=O)(c1ccccc1)C1(S(=O)(=O)c2ccccc2)CCCCC1	6
CCn1c(C(=O)N2CCCC(C(=O)N3CCN(c4cc(C)ccc4C)CC3)C2)cc2sccc21 (stereo unspecified)	6
Cc1nc2sc3c(c2c(=O)o1)CCCCCCCCCC3	5
CCc1nn2c(Cc3ccccc3)nnc2s1	-8
COC(=O)c1c(NC(=O)c2ccc(Cl)c(Cl)c2)sc2c1C(C(=O)OC)CC2 (stereo unspecified)	-7
CN(C)c1cnn(CC(=O)N2CCCC(OCc3ccccn3)C2)c(=O)c1 (stereo unspecified)	6
Oc1ccc2ccccc2c1C=NN1CCN(C2c3ccccc3-c3ccccc32)CC1	1
CCOC(=O)NCc1ccc(S(=O)(=O)Nc2c(C)cccc2C)cc1	-2
Oc1c(CN2CCOCC2)cc(CN2CCOCC2)cc1CN1CCOCC1	-11
CCOC(=O)C(Cc1ccc(OC)c(OC)c1)C(Cc1ccc(OC)c(OC)c1)C(=O)OCC (stereo unspecified)	-7

Arranged by number of heavy atoms (falling): some entries from above.
SMILES	ROC1-CUL1 inh
COc1ccc2c(c1)c1c(c(=O)n(Cc3ccccc3)c(=O)n1Cc1ccccc1Cl)n2C	1
N#Cc1ccccc1Cn1c(SCC(=O)NCc2ccccc2)nc2ccccc21	1
O=S(=O)(c1ccccc1)C1(S(=O)(=O)c2ccccc2)CCCCC1	6

6 compounds picked at random from those above:
SMILES	ROC1-CUL1 inh
CCc1nn2c(Cc3ccccc3)nnc2s1	-8
N#Cc1ccccc1Cn1c(SCC(=O)NCc2ccccc2)nc2ccccc21	1
CN1C(=O)c2ccccc2Sc2ccc(NC(=O)Nc3ccccc3F)cc21	-1
Cc1nc2sc3c(c2c(=O)o1)CCCCCCCCCC3	5
COc1ccc2c(c1)c1c(c(=O)n(Cc3ccccc3)c(=O)n1Cc1ccccc1Cl)n2C	1
Oc1c(CN2CCOCC2)cc(CN2CCOCC2)cc1CN1CCOCC1	-11

Going on with the list:
SMILES	ROC1-CUL1 inh
CC(C)C(=O)N1CCN(c2ccc(NC(=O)Cc3ccccc3)cc2)CC1	1
O=C(CCC(=O)OCc1ccc(Cl)cc1)Nc1cccc(Cl)c1Cl	-13
COc1ccccc1Nc1nn2c(=O)c3ccc(C(=O)NCCc4ccccc4)cc3nc2s1	-1
CCc1ccc(CNC(=O)c2cc3ccccn3n2)cc1	3
COc1cc(-c2nn3c(-c4cccc(F)c4)nnc3s2)cc(OC)c1OC	-5
CC1=NN(c2ccccc2)C(=O)/C1=C/c1ccc(N2CCCC2)o1	-2
Cc1ccc(C(=O)N2CCN(C3CCCCC3)CC2)cc1C	3
CCc1cc(C(=O)N2CCOc3ccc(CN4CCC(OCc5ccccc5)CC4)cc3C2)no1	9
COc1ccc(CCNC(=O)C2CCN(c3ncnc4c3nc3n4CCCCC3)CC2)c(OC)c1	8
NS(=O)(=O)c1ccc(NC(=O)NC2CCCCC2)cc1	-6
CCCNS(=O)(=O)c1ccc(Cl)c(OCC)c1	3
O=C(NCCCc1ccccn1)c1ccc(N2CCCC(CO)C2)nc1 (stereo unspecified)	-9
CC(C)(C)CC(=O)Nc1nnc(C(C)(C)C)s1	8
O=C(NC1CCCCCCC1)C1CCN(Cc2ccccc2)CC1	9
CC1(C)Cc2c(sc3nc(SCC(=O)O)nc(N)c23)CO1	7
O=C(Cc1cc(F)ccc1F)N1CCC(C2(c3cccnc3)NC(=O)N(CC3CCCO3)C2=O)CC1 (stereo unspecified)	6
Clc1ccc2c(c1)c1cc(Cl)ccc1n2CN1CCCC1	0
Cc1cc(Cl)ccc1OCC(=O)NCCC(c1ccccc1)c1ccccc1	-6
COc1ccccc1NC(=O)CSc1oc(-c2ccc(F)cc2)nc1S(=O)(=O)c1ccc(Br)cc1	-8
O=C(CSCn1nnc2c(=O)[nH]c(Cc3ccc(F)cc3)nc21)Nc1cccc(C(F)(F)F)c1	1
Cc1cc(C(=O)Nc2cc(F)ccc2C)no1	3
COCCOC(=O)c1c(C)oc2c1cc(NS(=O)(=O)c1ccc(Cl)c(C)c1)c1ccccc12	-3
CC(=O)C1=NC(=O)c2ccccc2C1O (stereo unspecified)	53*
Cc1ccc(C2=NN3C(C2)c2ccccc2OC3c2ccc(F)cc2)cc1 (stereo unspecified)	-4
CCOc1ccc(S(=O)(=O)NCCc2csc(-c3ccc(Cl)cc3)n2)cc1	-4
CC(C)(C)C(=O)NC(NC(=O)C(C)(C)C)c1ccc2c(c1)OCO2	-11
COc1ccccc1NC(=O)c1nnn(-c2ccc(F)cc2)c1C	-17
C=CC[C@@H]1CC=C[C@@H](C)N1C(=O)CCc1nnc(Cc2cc(OC)ccc2OC)o1	9
O=C(O)C(CCCCN1C(=O)C2C3C=CC(C3)C2C1=O)N1C(=O)C2C3C=CC(C3)C2C1=O (stereo unspecified)	-7
Cc1ncsc1C(=O)N1N=C2/C(=C/c3cccs3)CC(C)CC2C1c1cccs1 (stereo unspecified)	11
CCOCCCNC(=O)c1cc2c(=O)n(C)c3ccccc3c2n1C	-2
O=C(CSc1nc2ccccc2nc1Cc1ccccc1)Nc1ccccc1C(F)(F)F	-2
O=C(C1Cc2ccccc2CN1S(=O)(=O)c1cccs1)N1CCCCC1 (stereo unspecified)	13
CC(=O)NS(=O)(=O)c1ccc(N=c2ssc3c2-c2cc(C)ccc2N(C)C3(C)C)cc1	0
COC(=O)c1cc2c(C)c(C)c3ccccn3c-2c1C(=O)OC	3
COc1ccccc1NC(=O)CN(c1cc(C)cc(C)c1)S(=O)(=O)C1C(=O)NC(=O)N=C1C (stereo unspecified)	1
N#Cc1ccc(C(=O)Nc2ccc(N3CCCCC3)c(Cl)c2)c(F)c1	0
NS(=O)(=O)c1ccc(NC(=S)N2CCOCC2)cc1	2
COc1ccccc1N1CCN(CCN2C(=O)CC(=C(c3ccccc3)c3ccccc3)C2=O)CC1	2
CCOc1ccc(C2NC(=O)N(C)C(C)=C2C(=O)OC)cc1OCC (stereo unspecified)	-6
Cc1ccccc1-n1c(C)cn2c3c(=O)[nH]c(=O)n(C)c3nc12	-9
CCCCN1CC(C(=O)Nc2ccc(C(=O)N3CCCC(C)C3)cc2)CC1=O (stereo unspecified)	1
N#CC1C(=N)Oc2n[nH]c(-c3ccc4c(c3)OCO4)c2C1c1ccncc1 (stereo unspecified)	-1
O=C(CC1C(=O)NCCN1Cc1c(F)cccc1Cl)NCCc1ccc(O)cc1 (stereo unspecified)	5
COc1cccc(NC(=S)NC(=O)c2ccccc2C)c1	-3
CCCCSc1nc(N)c2c3c(sc2n1)CC(C(C)(C)C)CC3 (stereo unspecified)	3
N#Cc1c(C(F)(F)F)cc(-c2cccs2)nc1SCc1ccc(F)cc1	1
CCCCc1nn2c(=O)cc(COC(=O)c3ccc(NC(=O)c4cccc(OC)c4)cc3)nc2s1	1
CCN1C(=O)c2cccc3c(S(=O)(=O)NC(CCSC)C(=O)O)ccc1c23 (stereo unspecified)	5
Cc1ccc(-c2nn3c(=O)c4cc(-c5ccccc5)sc4nc3c3ccccc23)cc1	-2
CCCCOc1ccc(NC(=O)CSc2ccc(C(=O)O)cn2)cc1	7
Oc1ccc(Cl)c2c1sc1ccccc12	1
CCc1ccc(C(=O)Nc2ccccc2N2CCN(C(=O)c3ccccc3)CC2)cc1	-2
O=C(Nc1nccs1)C(=O)N1CCc2[nH]nc(-c3cccc(F)c3)c2C1	-3
Cc1noc(C)c1CC(=O)NC1CC(C)(C)Cc2nc(C(C)(C)C)ncc21 (stereo unspecified)	8
C=CCCC(=O)NC1CCCc2nc(N3CCC(CO)CC3)ncc21 (stereo unspecified)	-9
COc1cc(C2NC(=S)N=C(C)C2C(=O)Nc2cccc(C)c2C)cc(OC)c1OC (stereo unspecified)	6
Cc1occc1C(=O)NC1CCCc2nc(-c3cccnc3)ncc21 (stereo unspecified)	-3
Cc1nccn1-c1ccc(NC(=O)C2CCCN2C2CSCCSC2)cc1 (stereo unspecified)	7
CCN(CC)Cc1c(NC(=O)c2ccc(OC)cc2)sc2c1CCCC2	-1

A different layout for three compounds above:
ROC1-CUL1 inh	compound
3	CCCCSc1nc(N)c2c3c(sc2n1)CC(C(C)(C)C)CC3 (stereo unspecified)
-2	Cc1ccc(-c2nn3c(=O)c4cc(-c5ccccc5)sc4nc3c3ccccc23)cc1
6	COc1cc(C2NC(=S)N=C(C)C2C(=O)Nc2cccc(C)c2C)cc(OC)c1OC (stereo unspecified)

Following part
SMILES	ROC1-CUL1 inh
COc1ccc(-c2nc3ccccc3o2)cc1NC(=O)c1ccc(-c2cccc(Cl)c2C)o1	8
Cc1ccc2c(Cl)c(C(=O)Nc3ccc(S(=O)(=O)N4CCCCC4C)cc3)sc2c1 (stereo unspecified)	1
CC(C)CCCC(C)C1CCC2C3CC=C4CC(OC(=O)Oc5ccc(C=O)cc5)CCC4(C)C3CC(C)C12 (stereo unspecified)	1
COc1cccc(C(=O)Nc2cccc(-c3cn4ccsc4n3)c2)c1OC	-5
COCCN1C(=O)NC(Cc2cccc(F)c2)(C2CCN(C(=O)Cc3cccc(OC)c3)CC2)C1=O (stereo unspecified)	2
CC(C)CNC(=O)c1cccc2ccccc12	-2
CCN(CC)c1ccc(C(=O)NCc2nc3cccnc3n2Cc2ccc(C)cc2)cc1	-9
COc1ccc(N(CC(=O)N2CCc3ccccc3C2)S(=O)(=O)c2ccccc2)cc1	-2
CC(C)CC(=O)Nc1ccc(C(=O)OCc2cc(=O)n3nc(C(C)C)sc3n2)cc1	-3
N#CC1=C(c2ccccc2)CC(C(F)(F)F)=NC1=S	6
CCc1cc2c(=O)n(N)c(CCC(=O)O)nc2s1	16
COc1ccccc1C1=NC(C(F)(F)F)(C(F)(F)F)N=C(N2CCOCC2)O1	-10
C=CCCC(=O)N(Cc1ccncc1)Cc1ccc(OC)c(OCc2ccccc2F)c1	3
Cc1cccc(Oc2nc3ccccn3c(=O)c2/C=C(\C#N)c2nc3ccccc3s2)c1C	3
C=CCOc1cccc(NC(=O)CC)c1	-10
Cc1ccc(C)c2c1N(Cc1ccccc1)C(=O)C21OCCO1	-1
O=C(NCCN1CCOCC1)c1ccc(Cl)s1	-7
O=C(CSc1nc2cc(Cl)ccc2s1)Nc1ccc(OC(F)(F)Cl)cc1	-2
COc1ccc(OCc2cc(C(=O)N3CCCN(C(C)=O)CC3)n[nH]2)c(Cl)c1	4
O=C(N/N=C/c1ccc2c(c1)OCO2)C(O)c1ccccc1 (stereo unspecified)	-2
COc1cc(C(=O)NCC(c2cccnc2)N2CCc3ccccc32)cc(OC)c1OC (stereo unspecified)	-1

High-throughput results as filed in PubChem.

Not all compounds are listed; count on the stated rates, not on these rows.
